# TTR transcr act – activators of transthyretin transcription | activation, % at 16.7 µM | 92,000 tested, 1.3% active | SH-SY5Y TTR promoter Gaussia luciferase, luminescence; 100% = recombinant luciferase protein wells;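 active = activation above the mean of all tested compounds plus 3 SD, cut at about 9.5% in these data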;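 note: cells exposed to compounds for one day before reading; 0% = median of all test compound wells on the plate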
# * hit, by the source's call. This is a subset; count on the stated rates, not on these rows.
SMILES,TTR transcr act
Cc1ccc(CC(=O)N2CCN(c3ccccn3)CC2)cc1,2.4
CN(Cc1ccccc1)C(=O)C1CCN(S(=O)(=O)c2cc([N+](=O)[O-])ccc2Cl)CC1,0.4
O=C(CSc1n[nH]c(=O)n1-c1cccnc1)N1CCOCC1,-1.6
COc1ccc(S(=O)(=O)N2CCOC2CNC(=O)C(=O)NCc2ccccc2OC)cc1 (stereo not drawn),-1.3
CN(CC(=O)NCc1ccccc1)Cc1cccc(F)c1,0.9
Cc1cc(C)nc(NC(=S)N2CCN(c3ncc(C(F)(F)F)cc3Cl)CC2)c1,1.5
COc1ccc(CCNC(=O)CSc2nnnn2-c2ccccc2OC)cc1OC,2.0
Cc1ccc(C2NC(c3ccc(C)cc3)C(C)C(=O)C2C)cc1 (stereo not drawn),-2.3
C[C@H]1CN([C@@H](C)CO)C(=O)c2cc(Br)cnc2O[C@H]1CN(C)C(=O)C1CCC1,-0.2
CN(C(=O)c1cccc(NC(=O)Cc2ccc(NC(=O)C3CCN(C(=O)C4CCCCC4)CC3)cc2)c1)C1CCC1,-0.5
Cc1ccc(C(=O)Oc2cccc(NC(=O)c3ccco3)c2)cc1S(=O)(=O)N1CCC(C)CC1,1.0
Cc1cc(=O)oc2cc(OCCC[n+]3ccccc3)ccc12,-0.2
COc1cc([N+](=O)[O-])ccc1NC(=O)Cn1ccsc1=N,0.3
CCn1c(COc2ccccc2C)nnc1SCC(=O)CC(=O)Nc1ccccc1OC,-0.4
COc1cccc(CC(NC(C)=O)C(=O)NC2CCN(S(=O)(=O)c3ccc(NC(C)=O)cc3)CC2)c1 (stereo not drawn),0.1
O=c1oc(-c2ccccc2)c(-c2ccccc2)c2ccccc12,-0.4
CCC(C)NC(=O)CSc1nnc(-c2ccncc2)n1-c1ccc(OC)cc1 (stereo not drawn),2.2
CCCCOc1ccc(C(=O)NCC(=O)OCC(=O)c2c(N)n(C)c(=O)n(C)c2=O)cc1,0.8
O=C(Cc1ccc(-n2cccc2)cc1)N1CCc2ccccc21,0.7
CCCCC(=O)N/N=C(\C)CC(=O)Nc1cc(Cl)ccc1OC,-0.5
Cc1ccc(N2CC(C(=O)Nc3ccccc3N3CCCC3)CC2=O)cc1 (stereo not drawn),0.1
Cn1c(SCC(=O)c2cc3ccccc3o2)nnc1-c1ccccc1,4.7
CC(C)(C)C(=O)Nc1ccc(C(=O)CN2C(=O)NC3(CCOc4ccccc43)C2=O)cc1 (stereo not drawn),-1.3
Cc1ccc(NC(=O)C2CCCN2S(=O)(=O)c2ccc3c(c2)n(C)c(=O)c(=O)n3C)cc1C (stereo not drawn),8.5
CNC(=O)COC(=O)c1cc(=O)[nH]c2ccccc12,0.8
COc1cccc(CNC(=O)Cn2ccc3cc(S(=O)(=O)N4CCCCCC4)ccc32)c1OC,-2.5
CN(C)CCCN(C(=O)COc1ccccc1)c1nc2c(F)cccc2s1,1.6
Cc1ccc(S(=O)(=O)Nc2ccc(O)c(S(=O)(=O)c3ccc(C)cc3)c2)cc1,-1.4
CC(Cc1ccccc1)C(=O)Nc1ccccc1 (stereo not drawn),-1.5
CCCCNC(=O)C[C@H]1C[C@@]2(C(=O)OCC)CCCC3=C2N(CCC3)C1=O,-0.8
COc1ccc(OCCNC(=O)CSc2ccc(C(F)(F)F)cc2[N+](=O)[O-])cc1,-1.3
O=C(CCN1C(=O)c2ccccc2C1=O)N1CCN(C(=O)c2ccccc2)CC1,-0.4
CCNc1nc(NCC)nc(SCCOC(=O)Nc2ccccc2)n1,-6.8
CCc1ccn2cc(-c3cc(-c4ccccc4)no3)nc2c1,-5.4
Cc1cc(Cl)ccc1N(CC(=O)NCCSCc1ccco1)S(C)(=O)=O,0.3
Cn1c(CC(=O)NNC(=O)c2cncc(Br)c2)nc2ccccc21,0.3
Cc1ccc(-c2nn(-c3cccc(F)c3)cc2CNCc2cccnc2)o1,-0.2
CCCCC[C@@H]1C=C(C(=O)O)[C@H](c2ccc(C)cc2)N1S(=O)(=O)c1ccc(C)cc1,-2.4
CCN(CC)c1ccc(CN2CCC(C(=O)NCc3ccc(C)cc3)CC2)cc1,-2.4
CC(=O)Nc1ccc(NC(=O)C(C)OC(=O)CCCOc2ccc(Cl)cc2C)cc1 (stereo not drawn),0.9
COc1cccc(CC2(CO)CCCN(Cc3cc4ccccc4[nH]3)C2)c1 (stereo not drawn),-0.2
CC1(c2nc3ccccc3[nH]2)CCC(=O)N1Cc1ccccn1 (stereo not drawn),1.4
CC12CN3CCN(CC(C3)/C1=N/NC(=O)Nc1ccccc1)C2,0.0
Cc1nc2ccccc2c(=O)n1Nc1cccc(Cl)c1,4.8
CCn1nc(NC(=O)c2cccnc2)c2cc3cccc(C)c3nc21,-0.5
COc1ccc(-c2nnn(CC(=O)N(CCO)C(C(=O)NC3CCCC3)c3ccc(F)cc3)n2)cc1 (stereo not drawn),-0.3
NC(=O)CC(NC(=O)Cc1ccc(Br)cc1)c1ccc(NCC2CC2)c([N+](=O)[O-])c1 (stereo not drawn),-1.3
CCOC(=O)[C@H]1[C@H]2COc3cc(OC)ccc3[C@@H]2N2C(=O)c3c(C)cc(C)cc3NC(=O)[C@@]12C,-0.1
C=CCNc1nc(Nc2ccc(OC)c(OC)c2)c2sc(-c3ccccc3)cc2n1,-3.0
CC(C)C1/C(=N/O)CC(c2ccccc2)NC1c1ccccc1 (stereo not drawn),0.5
# Following part.
SMILES,TTR transcr act
CCOCC(=O)Nc1sc2c(c1C(=O)OCC)CCCC2,2.2
COc1ccc(-n2c(O)c(/C=N/NS(=O)(=O)c3ccc(C)c([N+](=O)[O-])c3)c3ccccc3c2=O)cc1OC,0.9
CC(C)(C)C(=O)NC1CC2CCCC(C1)N2C(=O)Nc1ccc(Cl)cc1 (stereo not drawn),5.5
NC(=O)C1CCCN(C(=O)CCC(=O)c2cccs2)C1 (stereo not drawn),-0.4
CCn1c(SCC(=O)Nc2ccc(NC(C)=O)cc2)nc2c([nH]c3ccccc32)c1=O,-0.6
Cc1ccc(-n2cnn(-c3ccc([N+](=O)[O-])cc3[N+](=O)[O-])c2=O)cc1,-1.0
O=C(NCC1CCCO1)C1CCN(S(=O)(=O)c2cccc3nonc23)CC1 (stereo not drawn),-1.0
COc1ccc(C2=NOC(C(=O)Nc3ccc(C)cc3)C2)cc1OC (stereo not drawn),0.2
COCCNC(=S)N(CCc1c(C)[nH]c2ccc(F)cc12)Cc1cccs1,2.4
CC(C)CC(CO)N1CCN(C(=O)c2ccc(Cl)c(Cl)c2)CCC1=O (stereo not drawn),2.0
Cc1ccc(S(=O)(=O)Oc2ccc3ccc(O)cc3c2)cc1,-0.2
Cc1ccc(NC(=O)N2CCCn3c(SCC(=O)c4ccccc4)nnc32)cc1,-1.9
COc1cccc(OC)c1OCCOCCn1cnc2ccccc2c1=O,2.4
COc1ccc(CSc2nnc(NC(C)=O)s2)cc1[N+](=O)[O-],3.9
C/C=C/C=C/C(=O)OCC(=O)Nc1ccc(Cl)cc1,-1.9
COc1ccccc1Cc1c(-c2ccc(Cl)cc2)nc2c(Cl)cc(C(F)(F)F)cn12,-1.5
CC(C(=O)NCc1ccccn1)c1ccc([N+](=O)[O-])cc1 (stereo not drawn),4.3
Cc1ccc(OCCCC(=O)Nc2ccc(Cl)c(S(=O)(=O)N3CCOCC3)c2)cc1,-5.7
O=C(Nc1ccccc1C(=O)NCCCN1CCOCC1)c1ccc(Cl)cc1,5.5
COC(=O)[C@H]1[C@H](c2ccccc2)[C@H](C(=O)OC)O[C@H]1c1ccccc1,0.2
O=C(CCC(=O)c1cccs1)NCc1ccccc1,9.7*
NS(=O)(=O)c1ccc(CNc2ccc3ccccc3n2)cc1,0.9
CCn1cc(/C=N\NC(=O)c2ccc(Cl)cc2)cn1,-1.9
CCc1ccc(NC(=O)Cn2nnc(C(=O)NCc3cccs3)c2N)cc1,5.5
Cc1ccc(S(=O)(=O)N2CCOCC2)cc1NC(=O)Nc1ccc([N+](=O)[O-])cc1,-1.4
Cc1ccc(CNc2oc(-c3ccco3)nc2C#N)cc1,-0.2
COC(=O)C1=C(O)CSC1=Nc1ccccc1,3.0
CC1(C)CC(=O)C=C(c2cccc(CO)c2)C1,0.7
O=C(COC(=O)c1cccc(Cl)c1)NC(=O)NCc1ccccc1,2.9
CCn1c(=O)[nH]n(C/C(C)=C\c2c[n+](Cc3ccc4c(c3)OCO4)c(N)[nH]2)c1=O,0.5
CCOc1ccc(S(=O)(=O)NCCC(=O)N2CCCCCCC2)cc1,0.4
Cc1cccc(C(=O)Nc2c(C(=O)N(C)C)cnn2-c2ccccc2)c1,11*
Cc1ccc(-c2ccccc2C2=CC(=O)CC(C)(C)C2=O)cc1,-1.7
Cc1cccc2cc3c(N)c(C(=O)N4CCOCC4)sc3nc12,-1.9
CCN(CC)CCCN1C(=O)c2oc3ccccc3c(=O)c2C1c1cccc(OC)c1OC (stereo not drawn),-2.1
COCCNC(=O)c1c[nH]c2ccc(S(=O)(=O)Nc3ccccc3F)cc2c1=O,3.1
O=C1CC(N2CCOCC2)C(=O)N1c1ccc(Cl)cc1 (stereo not drawn),2.3
CCOC(=O)C1CCCN(C(=O)/C=C/c2cc(OC)c(OC)c(OC)c2)C1 (stereo not drawn),2.0
COc1cc(OC)nc(NC(C)=O)n1,1.4
CCOC12NC(=O)CC(=O)N1C(c1ccccc1)=CS2 (stereo not drawn),0.8

# 3 consecutive entries out of the list so far, quoted:
SMILES,TTR transcr act
Cc1cccc2cc3c(N)c(C(=O)N4CCOCC4)sc3nc12,-1.9
CCN(CC)CCCN1C(=O)c2oc3ccccc3c(=O)c2C1c1cccc(OC)c1OC (stereo not drawn),-2.1
COCCNC(=O)c1c[nH]c2ccc(S(=O)(=O)Nc3ccccc3F)cc2c1=O,3.1

# The list continues:
SMILES,TTR transcr act
COc1ccc(N=Nc2cc(-c3ccccc3)ccc2O)cc1,-0.1
CCOC(=O)c1ccc(N(CCC2CO2)S(=O)(=O)c2ccc(C)cc2)cc1 (stereo not drawn),1.2
COc1cc(/C=N/NC(=O)c2cccnc2)ccc1OCC(=O)Nc1ccccc1Cl,0.5
CN1C(=O)/C(=C/c2ccc(OCc3ccc(F)cc3)cc2)N(C)C1=S,-0.7
COc1ccc(C(=O)NC(=S)Nc2ccc(CN3CCOCC3)cc2)cc1OC,-0.3
Cc1cc(C)c(NC(=S)N2CCC(N(C)CC3CCCO3)CC2)c(C)c1 (stereo not drawn),1.6
COc1ccc(NC2CCCN(C(=O)CCc3ccncc3)C2)cc1OC (stereo not drawn),1.6
O=C(O)c1cccc(NC(=O)c2ccc3c(c2)C(=O)N(Cc2ccco2)C3=O)c1,0.6
CCN(CC)c1ccc(NC(=O)c2ccccc2)cc1S(=O)(=O)Nc1ccccc1OC,-0.4
COc1ccc(CN2CCN(S(=O)(=O)c3ccc(C)cc3)CC2)cc1OC,1.6
Cc1c(Cl)cccc1NC(=O)c1cccnc1,0.1
CC1CCCN(c2nc3nonc3nc2Nc2ccccc2F)C1 (stereo not drawn),0.0
CCNC(=O)Nc1ccc2c(c1)C(=O)N(C)[C@H]1CC[C@@H](CC(=O)NCCN3CCCC3)O[C@@H]1CO2,1.9
COC(=O)c1cc(OC)nc2ccc(Br)cc12,4.3
NC(=O)c1ccc(Oc2ccc(Cl)cc2)c([N+](=O)[O-])c1,-0.2
COc1ccc(NC(=O)C2CC(=O)N(C)C(=Nc3ccc4c(c3)OCO4)S2)cc1 (stereo not drawn),1.5
Cc1ccc(N(CC(=O)NCc2ccc(F)cc2)C(=O)c2snc(C(N)=O)c2N)cc1C,-0.8
CCOC(=O)c1oc2ccc(S(=O)(=O)n3nc(-c4ccc(Cl)cc4)cc3N)cc2c1C,-0.9
CCc1ccc(NC(=O)CCN2C(=O)c3cccnc3C2=O)cc1,-0.1
O=C(CCNC(=O)c1ccc(Cl)cc1)NCc1ccccc1Cl,-0.6

# Marked active in TTR transcr act, among the entries above:
SMILES,TTR transcr act
O=C(CCC(=O)c1cccs1)NCc1ccccc1,9.7*
Cc1cccc(C(=O)Nc2c(C(=O)N(C)C)cnn2-c2ccccc2)c1,11*

# Other results.
SMILES,TTR transcr act
CC(=O)Nc1ccc(NC(=O)CSC2=NCCS2)cc1,-1.3
CCOC(=O)/C=c1\sc2n(c1=O)CCN=2,2.4
O=C(O)c1nn(CC(=O)N2CCCCCC2)c(=O)c2ccccc12,0.3
CN=C1N(C)C[C@@H]2[C@@H]3C(=O)N(C)C(=O)[C@@H]3[C@](C)(C(=O)OC)N12,0.3
C=CCNC(=O)CN(c1cc(Cl)ccc1OC)S(=O)(=O)c1ccc(C)c([N+](=O)[O-])c1,0.0
Cc1cc(=O)[nH]c(-c2cccs2)n1,-1.4
CCOC(=O)C1(CCOc2ccccc2)CCN(CC=C(C)C)CC1,-1.1
c1cncc(-c2nc(N3CCOCC3)c3c4c(sc3n2)CCC4)c1,-0.6
N#Cc1cc([N+](=O)[O-])ccc1N1CCN(c2ccccc2O)CC1,-0.8
CCOC(=O)c1cnc2c(OC)cccc2c1NCc1cccnc1,-1.8

# 6 entries from above, with the structure last:
TTR transcr act	SMILES
11*	Cc1cccc(C(=O)Nc2c(C(=O)N(C)C)cnn2-c2ccccc2)c1
-1.7	Cc1ccc(-c2ccccc2C2=CC(=O)CC(C)(C)C2=O)cc1
-1.9	Cc1cccc2cc3c(N)c(C(=O)N4CCOCC4)sc3nc12
-2.1	CCN(CC)CCCN1C(=O)c2oc3ccccc3c(=O)c2C1c1cccc(OC)c1OC (stereo not drawn)
3.1	COCCNC(=O)c1c[nH]c2ccc(S(=O)(=O)Nc3ccccc3F)cc2c1=O
2.3	O=C1CC(N2CCOCC2)C(=O)N1c1ccc(Cl)cc1 (stereo not drawn)

# Additional records follow:
SMILES,TTR transcr act
CCCOC(=S)Nc1ccccc1,8.8
Clc1ccc(N2CCN(c3cnc4ccccc4n3)CC2)cc1,-2.3
CCc1cccc(NS(=O)(=O)c2c(C)nc3sc(CC)nn3c2=O)c1,0.2
CC1=CSC2=NS(=O)(=O)CCN12,-0.1
Cc1cccc(N2C(=O)c3cccnc3C2=O)c1,0.6

# Quoted at random: 4 records from the list, in no set order.
SMILES,TTR transcr act
CCCCNC(=O)C[C@H]1C[C@@]2(C(=O)OCC)CCCC3=C2N(CCC3)C1=O,-0.8
COCCNC(=O)c1c[nH]c2ccc(S(=O)(=O)Nc3ccccc3F)cc2c1=O,3.1
COc1ccc(N=Nc2cc(-c3ccccc3)ccc2O)cc1,-0.1
CCc1ccc(NC(=O)CCN2C(=O)c3cccnc3C2=O)cc1,-0.1

# Source: PubChem BioAssay
